# Neddyl block – inhibitors of human cullin neddylation; 0.58% of 360,000 active; AID 651699; P61081+Q13564; calls only at 25 µM; TR-FRET cullin neddylation, biochemical; in the data active = inhibition above about 36%
# CSN deneddyl inh – blocks human CSN-mediated cullin deneddylation. Q92905. 0.38% of 360,000 active. AID 651999. inhibition, % at 12.5 µM. Purified CSN, SCF-Nedd8-OG deneddylation, fluorescence polarization;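 active = pattern-corrected inhibition above about 35%, with an unprinted fluorescence ratio check between 0.5 and 1.5, limit read from the data, passing the limit was not always enough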;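 also: 0% = enzyme with substrate and 100% = substrate without enzyme; some results filed as inactive read as strong as hits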
# Target sequence (Q92905 whole entry, looked up, one chain of several): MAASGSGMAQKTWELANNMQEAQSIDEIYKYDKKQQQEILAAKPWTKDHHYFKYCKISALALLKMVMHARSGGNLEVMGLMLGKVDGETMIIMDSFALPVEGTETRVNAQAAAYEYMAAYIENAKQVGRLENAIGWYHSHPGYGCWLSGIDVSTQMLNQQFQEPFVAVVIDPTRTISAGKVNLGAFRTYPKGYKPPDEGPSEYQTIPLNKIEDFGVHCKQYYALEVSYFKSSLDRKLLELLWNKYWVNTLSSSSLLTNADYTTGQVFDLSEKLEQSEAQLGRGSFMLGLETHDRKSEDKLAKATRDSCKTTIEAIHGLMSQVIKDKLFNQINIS
#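 Assay system: purified human Csn5 enzyme expressed in HEK293T cells; Input: 0.24 nM Csn5 enzyme, final concentration; Reagent: 10 nM SCFSkp2-Nedd8OG; Compound dosing: 12.5 µM single point; Times: reaction 90 min, room temperature; Technique: fluorescence polarization readout.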
# PABP1 MLLE inh – blocks PAM2 peptide binding to the PABP1 MLLE domain; P11940; GST-MLLE / FITC-PAM2 fluorescence polarization; inhibition, % at 20 µM; 0.36% of 360,000 active; AID 588489; in the data active = inhibition above about 35%, passing the limit was not always enough;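 also: plate controls were DMSO wells with GST-MLLE for no effect and wells lacking GST-MLLE protein for full effect; some results filed as inactive read as strong as hits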
# FAS-TE inh – FAS thioesterase (human) inhibition; 0.67% of 360,000 active; recombinant FAS-TE, OMFH fluorogenic substrate, fluorescence endpoint; inhibition, % at 15 µM; P49327;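 active = compounds whose normalised, plate-corrected inhibition of enzyme fluorescence in the single-dose primary screen is 50% or more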;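 also: 0% = DMSO with enzyme and 100% = substrate without enzyme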
# SKN-1 inh – inhibitors of C. elegans SKN-1; 0.49% of 360,000 active; inhibition, % at 21.8 µM; AID 624304; C. elegans VP596 Pgst-4::GFP/RFP ratio, acrylamide-induced, 24 h;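 active = interference check ratio from 0.5 to 1.5 plus GFP to RFP signal ratio inhibition reaching or exceeding a fixed threshold, cut at about 30% in these data, passing the limit was not always enough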; also: some compounds called inactive have numbers as strong as hits
# Rpn11 block – Rpn11 (human) deubiquitinase inhibition; O00487; human 26S proteasome, Ub4-pepOG fluorescence polarization; 20S core pre-blocked with epoxomicin; calls only at 20 µM; 0.59% of 360,000 active;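 active = inhibition at 20 µM, scaled to each plate's controls, above about 33%, limit read from the data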
# Target sequence (O00487 whole entry, looked up): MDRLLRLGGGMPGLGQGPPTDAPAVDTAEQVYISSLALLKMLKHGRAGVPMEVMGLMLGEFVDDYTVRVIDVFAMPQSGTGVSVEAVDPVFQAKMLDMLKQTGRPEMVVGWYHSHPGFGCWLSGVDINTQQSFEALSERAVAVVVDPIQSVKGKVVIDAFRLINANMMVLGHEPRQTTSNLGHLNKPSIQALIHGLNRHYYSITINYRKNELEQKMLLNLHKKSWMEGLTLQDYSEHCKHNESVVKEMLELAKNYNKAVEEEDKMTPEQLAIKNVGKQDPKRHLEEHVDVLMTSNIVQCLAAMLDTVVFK
# MT1-MMP act inh – inhibitors of human MT1-MMP activation. GFP/RFP ratio change, % at 20 µM. 0.061% of 360,000 active. HT1080 RFP-PRO-GFP cells, GFP/RFP ratio fluorescence, overnight; percent of plate control window, DMSO zero;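 active = GFP/RFP ratio change of at least 30% with cell ATP level not reduced by more than half and red fluorescence within 50% of control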; also: strong numbers were not always called active
#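 Read-out: GFP/RFP fluorescence ratio; Test system: RFP-PRO-GFP reporter HT1080 cells; Compound dosing: single-point 20 µM compound, 1% DMSO; Times: overnight compound exposure at 37 °C.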
# NadD inh – blocks S. aureus nicotinate mononucleotide adenylyltransferase. purified NadD enzyme, colorimetric absorbance read-out. inhibition, % at 20 µM. 0.78% of 360,000 active; in the data active = inhibition above about 26%; also: some compounds past the cut are filed as inactive
# Rin1-Abl PPI inh – human Rin1-Abl interaction inhibition | inhibition, % at 7.35 µM | P00519+Q13671 | TR-FRET Rin1/Abl binding, biochemical | 0.4% of 360,000 active | AID 588664; in the data active = inhibition above about 5%, passing the limit was not always enough
# Starred values were filed as active, the others as inactive; i = inactive; / = no result given; + = active, no number.
cpd	SMILES	Neddyl block	CSN deneddyl inh	PABP1 MLLE inh	FAS-TE inh	SKN-1 inh	Rpn11 block	MT1-MMP act inh	NadD inh	Rin1-Abl PPI inh
1	CCOc1ccc(CC(=O)Nc2nccs2)cc1	i	1	8	-4	-6	i	2	1	-1
2	COC(=O)c1cc(-n2cccc2)ccc1N1CCOCC1	i	2	-2	-3	7	i	0	3	3
3	CCN(Cc1ccccc1)C(c1ccccn1)c1nnnn1C(C)(C)CC (stereo not given)	i	1	-3	10	3	i	-10	0	1
4	COc1ccc(C(=O)Nc2ccc(F)cc2F)cc1OC	i	-3	0	-3	15	i	5	0	-2
5	Cc1ccccc1-n1ncc2c1CC(C)(C)CC2NC(=O)c1cn[nH]c1C (stereo not given)	i	7	-4	-3	7	i	0	-8	5
6	CC1=C(C(=O)OC(C)C)C(/C=C/c2ccccc2)NC(=O)N1 (stereo not given)	i	0	1	-9	-5	i	1	5	0
7	O/N=C/c1ccc(-c2ccccc2OC(F)(F)F)o1	i	-1	-8	1	5	i	6	-3	-1
8	COc1cc(CNC(=O)C2CC(O)CN2C(=O)Nc2ccccc2)cc(OC)c1OC (stereo not given)	i	1	2	-4	6	i	-1	0	-3
9	Cc1cc(-c2c(C)[nH]n(-c3ccc(Cl)cc3)c2=O)n(-c2ccccc2)n1	i	-1	-1	-2	10	i	-1	3	-1
10	Cc1ccc(C(=O)OCC(=O)NC(=O)Cc2ccccc2)c(O)c1	i	-1	-13	2	11	i	3	-11	0
11	CCOc1ccc(CC(=O)Nc2c(C(N)=O)oc3ccc(Br)cc23)cc1OCC	i	4	21	1	3	i	5	-6	-1
12	CCCc1cc(=O)[nH]c(SCC(=O)Nc2ccc(Br)cc2Br)n1	i	-2	-10	7	-1	i	0	-1	-1
13	CC(C)(C)n1nc2c(c1NC(=O)Cc1cccc3ccccc13)CS(=O)(=O)C2	i	-17	10	-3	0	i	0	-2	-3
14	COCCN(C(=O)CSc1nnc(-c2ccc(C)cc2)n1N)c1c(N)n(Cc2ccccc2)c(=O)[nH]c1=O	i	1	-104	-6	-2	i	-1	3	3
15	C=CCNc1oc(-c2ccco2)nc1S(=O)(=O)c1ccccc1	i	-2	-1	-3	0	i	-5	3	-1
16	COc1cccc(-c2nc3c(c(=O)[nH]c(=O)n3Cc3ccccc3)n2CCO)c1OC(F)F	i	3	-2	-3	13	i	-1	1	0
17	O=C(COc1ccccc1)Nc1c(Cl)ccc2nsnc12	i	5	-4	0	-7	i	2	3	0
18	CCOC(=O)COc1nc(Nc2ccccc2C)nc(N(C)C)n1	i	-3	3	-1	2	i	-4	2	-3
19	COC(=O)N1CCCCC1c1cc(C(=O)N2CCOCC2)no1 (stereo not given)	i	-2	13	-3	-6	i	1	4	-4
20	C=CCn1c(C)cc(C(=O)CSc2nnc(C3CC3)n2C2CC2)c1C	i	2	11	-6	-10	i	-2	-5	1
21	Cc1cc(N)n(-c2ccccc2)n1	i	3	10	-9	-11	i	-1	-5	1
22	CC12CCC(=O)N1C(C(=O)Nc1ccc(F)cc1)CS2 (stereo not given)	i	3	2	-9	9	i	1	-1	2
23	O=C1Nc2ccc(S(=O)(=O)N3CCCC3)c3cccc1c23	+	3	10	-6	11	i	-1	8	-3
24	O=C1CSC(c2ccccc2F)N1CCN1CCCCC1 (stereo not given)	i	-2	3	-9	11	i	2	2	4
25	O=C(NCCN1CCCCC1)Nc1ccc(Cl)cc1	i	-2	-10	-8	-8	i	2	-6	2
26	O=c1c2cn[nH]c2[nH]c(=S)n1-c1ccccc1	i	-1	27	-8	0	i	9	3	1
27	CC(C)C(C(=O)NCc1ccccc1)N1CCN(c2ccccc2F)CC1 (stereo not given)	i	0	/	/	0	/	1	/	/
28	O=C(Nc1ccc(F)cc1)Nc1cccc(Br)c1	i	-4	4	9	-2	i	5	-5	0
29	O=C(OCc1cn([C@H]2CN(CC3CCCCC3)[C@@H](c3ccccc3)C[C@@H]2O)nn1)c1ccccc1	i	-4	11	-2	1	i	0	-6	-1
30	COc1ccc(OC)c(S(=O)(=O)N2CCC(C(=O)NC(C)c3ccccc3)CC2)c1 (stereo not given)	i	-2	4	-3	-13	i	1	-1	1
31	Nc1ccccc1/C=C/c1ccccc1N	/	3	11	-8	5	i	-4	-5	0
32	Cc1ccc(NC(=O)C2CCCN2C(=O)OC(C)(C)C)cc1C (stereo not given)	i	2	-12	-3	-4	i	4	-1	0
33	Cc1[nH]c2ccccc2c1CN1CCN(c2ccccn2)CC1	i	1	9	-1	12	i	-4	0	0
34	CC1CCN(Cc2nnnn2CCCC(=O)NCCc2cnn(C)c2)CC1	i	2	7	-9	6	i	-4	-2	-2
35	CCOC(=O)c1sc(N)c(C#N)c1CSc1nnc(C2CC2)n1N	i	5	-61	-6	14	i	0	1	-1
36	O=[N+]([O-])c1ccc(Nc2ccc(N3CCOCC3)cc2)c([N+](=O)[O-])c1	i	0	-4	35	-3	i	1	-2	-3
37	O=C(NNC1=C(C(=O)C(F)(F)F)CCC1)c1ccccc1Cl	i	-2	10	2	8	i	10	4	-1
38	COc1ccccc1NC(=O)N(C)C[C@H]1Oc2ncc(Br)cc2C(=O)N([C@H](C)CO)C[C@H]1C	i	-2	-2	-6	5	i	3	-3	2
39	O=C(NCc1ccccn1)c1ccc(N2CCCC2)c([N+](=O)[O-])c1	i	-1	7	0	-3	i	1	2	-1
40	CCOC(=O)C1CCN(C(=O)CCCOc2ccccc2)CC1	i	-4	1	-2	11	i	-4	-3	-3
41	COc1cccc(-n2c([S-])c(C(=O)Nc3ccc(S(=O)(=O)N4CCOCC4)cc3)[n+]3cc(C(N)=O)ccc23)c1	i	-1	-44	-1	4	i	-16	4	0
42	O=C(N/N=C\c1ccc(O)c([N+](=O)[O-])c1)C1COc2ccccc2O1 (stereo not given)	i	2	1	-2	-9	i	2	-1	-4
43	O=C(NC1CC1)c1cccc(NC(=O)c2cn3ccccc3n2)c1	i	-6	-22	-6	-5	i	15	-1	-2
44	CCOc1ccc(C2C3=C(CCCC3=O)N(CC(=O)O)C3=C2C(=O)CCC3)cc1	/	-4	13	-4	-1	i	0	5	2
45	O=C1c2ccccc2C(=O)N1CCc1ccccc1	i	4	8	3	7	i	1	-8	0
46	Cc1ccc(CNC(=O)COC(=O)CCCOc2ccc(Cl)cc2Cl)cc1	i	6	-24	-10	-2	i	-7	1	0
47	Nc1cc(N)nc(SCCN2CCCCC2)n1	i	-2	16	-10	2	i	2	-5	-2
48	CN(C)CCN(C(=O)c1ccc2c(c1)OCCO2)c1nc2ccc(Cl)cc2s1	i	2	-3	23	-6	i	1	-12	0
49	COc1ccc(S(=O)(=O)N2CCC(C(=O)N3CCc4ccccc4C3)CC2)cc1Cl	i	3	-3	19	13	i	2	-5	3
50	O=C1CCC(C(=O)OC(C(=O)Nc2ccc([N+](=O)[O-])cc2Br)c2ccccc2)=NN1 (stereo not given)	i	2	5	32	-5	i	3	2	3

# Next entries
cpd	SMILES	Neddyl block	CSN deneddyl inh	PABP1 MLLE inh	FAS-TE inh	SKN-1 inh	Rpn11 block	MT1-MMP act inh	NadD inh	Rin1-Abl PPI inh
51	COc1ccc(-c2nn(CCC#N)cc2C(=O)Nc2cccc(C(=O)O)c2)cc1[N+](=O)[O-]	i	-2	-9	-2	12	i	3	-10	-1
52	CCC(=O)Nc1ccc(SC#N)cc1C	i	2	59*	-10	0	i	1	-1	-2
53	O=C(C1CCN(S(=O)(=O)c2ccccc2F)CC1)N1CCN(Cc2ccc3c(c2)OCO3)CC1	i	-3	2	0	-10	i	3	-3	6
54	CC(=O)N1CC=CC1(CC(C)C)C(=O)NCCN1CCOCC1 (stereo not given)	i	-3	-7	-4	10	i	-1	1	1
55	Cc1ccc2c(c1)C(C)CC(C)(C)N2C(=O)NC1CCCCC1 (stereo not given)	i	2	14	7	-4	i	-3	-3	-1
56	O=C(Nc1ccccc1Cl)Nc1cccnc1Cl	i	2	-7	0	11	i	0	-3	0
57	COc1ccccc1NC(=O)C(C)OC(=O)c1ccc(-n2cnnn2)cc1 (stereo not given)	i	-2	12	-1	-12	i	5	-5	-2
58	O=C(COC(=O)c1cccc(C(F)(F)F)c1)NCc1ccccc1	i	7	7	0	-6	i	7	0	1
59	CC1(C(=O)NCc2ccccc2)CN(S(C)(=O)=O)CC(=O)N1CCCN1CCOCC1 (stereo not given)	i	-2	/	/	6	/	0	/	/
60	COc1ccc(CNC(NC(=O)c2ccccc2)(C(F)(F)F)C(F)(F)F)cc1	i	-6	-8	6	-3	i	0	-4	0
61	Cc1ccc([N+](=O)[O-])cc1NC(=S)NC(=O)c1cccs1	i	1	20	-7	-4	i	4	-3	-5
62	CC(C)(C)c1nn(-c2ccccc2)c2[nH]c(=O)c(CNCc3ccc4c(c3)OCO4)cc12	i	5	-11	-7	2	i	24	8	0
63	COCCNC(=O)Cn1nc(-c2ccc(Cl)cc2)c2ccccc2c1=O	i	3	1	-6	8	i	-5	-2	0
64	COC(=O)c1ccc(S(=O)(=O)NCc2ccccc2)n1C	i	5	19	-4	-10	i	-2	-9	-1

# Compound activity (PubChem BioAssay)
